TrxR1 substrate: qHTS Assay for Substrates of Mammalian Selenoprotein Thioredoxin Reductase 1 (TrxR1): qHTS. Potency, µM (top dose mostly 114 µM), for the others: at the top dose activity change, negative = substrate turnover. purified TrxR1 substrate turnover, NADPH consumption readout. 390,000 compounds, 0.01% hits. AID 588456, 2011; note: potency is the fitted concentration of half-maximal effect; % is set by controls: 0 for no effect and ±100 for the full control effect; nearly all actives have a fitted effect of over 50% in size
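Rat TrxR1, dispensed at 90 nM, was prereduced with 400 uM NADPH (final) for 5 min at ~22 deg C, then incubated with compound 15 min before 400 uM selenite. A first-read NADPH fluorescence drop versus no-compound background flagged substrates.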
Pin1 inhibitor: qHTS Assay to Find Inhibitors of Pin1; Peptidyl-prolyl cis-trans isomerase NIMA-interacting 1 (Homo sapiens), Q13526; Pin1 FP peptide displacement, HiFluor488, 10 min; Potency, µM (highest dose often 115 µM), without a hit: top-dose activity, negative = inhibition, hits mostly inhibitors; 390,000 compounds, 0.009% hits; AID 504891, 2011; active = well fitted inhibition curve with a large enough effect in the polarisation, with a control signal flat, not every such curve was filed as active; inconclusive = small, poorly fitted or top-dose-only effect, or effect the other way, or a change in a side signal; inactive = no such curve, though single readings can be large or run the other way; the % refers to the polarisation; note: potency is the fitted concentration of half-maximal effect; % is set by controls: 0 for no effect and ±100 for the full control effect
Target sequence (Q13526 whole entry, looked up): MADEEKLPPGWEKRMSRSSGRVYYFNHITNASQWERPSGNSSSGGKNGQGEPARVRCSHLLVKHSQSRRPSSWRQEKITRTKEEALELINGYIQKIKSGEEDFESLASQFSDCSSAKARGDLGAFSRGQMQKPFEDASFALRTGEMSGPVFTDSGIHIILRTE
HP1b chromo inh: HTS for Inhibitors of HP1-beta Chromodomain Interactions with Methylated Histone Tails | Chromobox protein homolog 1 (Homo sapiens), P83916 | AlphaScreen HP1-beta / biotin-H3K9me3 peptide binding | Potency, µM (highest dose often 114 µM), for inactives: at the top dose activity change, negative = inhibition, hits mostly inhibitors | 390,000 compounds, 0.56% hits; note: potency is the fitted concentration of half-maximal effect; nearly all actives have a fitted effect of over 70% in size; inactives centre near 23
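Compound inhibition of the preformed complex between 50 nM HP1-beta and 50 nM biotinylated H3K9me3 peptide was read by AlphaScreen. Buffer was PBS pH 7.4 with 0.01% Tween-20. Incubations ran 30 min at room temperature, with 10 ug/mL donor/acceptor beads.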
rTrxR1 inhibitor: qHTS Assay for Inhibitors of Mammalian Selenoprotein Thioredoxin Reductase 1 (TrxR1): qHTS. 390,000 compounds, 1% hits. recombinant rTrxR1, NADPH fluorescence consumption, selenite substrate. Thioredoxin reductase 1, cytoplasmic (Rattus norvegicus), O89049. Potency, µM (highest dose often 114 µM), for inactives: at the top dose activity change, negative = inhibition, most hits filed as inhibitors; note: potency is the fitted concentration of half-maximal effect; % is set by controls: 0 for no effect and ±100 for the full control effect; nearly all actives have a fitted effect of over 65% in size
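Rat TrxR1 (90 nM in the dispensed reagent) was pre-reduced with 400 uM NADPH for 5 min at room temperature, then incubated with compound for 15 min. After 400 uM selenite was added, NADPH fluorescence (Ex 340/Em 450 nm) was followed for 8 min.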
Tb PGK inh: qHTS Assay to Find Inhibitors of Phosphoglycerate Kinase; PGK/GAPDH coupled, Kinase-Glo luminescence, 60 min; Potency, µM (doses to about 57.5 µM), without a hit: at the highest dose activity change, negative = inhibition, actives largely listed as inhibitors; 380,000 compounds, 0.043% hits; note: potency is the fitted concentration of half-maximal effect; % is set by controls: 0 for no effect and ±100 for the full control effect; nearly all actives have a fitted effect of over 60% in size
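Recombinant glycosomal PGK reaction used 1,3-bisphosphoglycerate generated in-well by GAPDH (100nM final) in 100mM TEA pH 7.6, 5mM MgCl2, 0.01% Tween-20. After 60 minutes at room temperature, ATP was read by Kinase-Glo Plus luminescence end-point.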
mIDH1 inhibitor: qHTS for Inhibitors of mutant isocitrate dehydrogenase 1 (IDH1): qHTS. Isocitrate dehydrogenase [NADP] cytoplasmic (Homo sapiens), O75874. IDH1-R132H enzyme, NADPH consumption, diaphorase/resazurin fluorescence. Potency, µM (highest dose often 76.6 µM), inactives show at the highest dose activity change, negative = inhibition, actives largely listed as inhibitors. 390,000 compounds, 0.093% hits. AID 602179, 2012; note: potency is the fitted concentration of half-maximal effect; % is set by controls: 0 for no effect and ±100 for the full control effect; nearly all actives have a fitted effect of over 65% in size
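IDH1-R132H (0.5 ug/mL) preincubated 30 min with compound, then NADPH (0.016 mM) and alpha-KG (2 mM) added; 80 min at RT, pH 7.5. Remaining NADPH coupled via diaphorase/resazurin to fluorescence (540/590 nm); concentration-response curves normalized to no-enzyme control.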
PI4K2A block: qHTS for small molecular inhibitors of PI4K2A. Phosphatidylinositol 4-kinase type 2-alpha (Homo sapiens), Q9BTU6. purified PI4K2A, ADP-Glo luminescence, 1 h; stronger effect = lower value. activity change, negative = inhibition, % at 76.9 µM. 420,000 compounds, 0.13% hits; in the data active = activity change below about -50%; inconclusive = mostly about -30% to -49%;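 note: -100% = wells without enzyme as full effect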
Target sequence (Q9BTU6 whole entry, looked up): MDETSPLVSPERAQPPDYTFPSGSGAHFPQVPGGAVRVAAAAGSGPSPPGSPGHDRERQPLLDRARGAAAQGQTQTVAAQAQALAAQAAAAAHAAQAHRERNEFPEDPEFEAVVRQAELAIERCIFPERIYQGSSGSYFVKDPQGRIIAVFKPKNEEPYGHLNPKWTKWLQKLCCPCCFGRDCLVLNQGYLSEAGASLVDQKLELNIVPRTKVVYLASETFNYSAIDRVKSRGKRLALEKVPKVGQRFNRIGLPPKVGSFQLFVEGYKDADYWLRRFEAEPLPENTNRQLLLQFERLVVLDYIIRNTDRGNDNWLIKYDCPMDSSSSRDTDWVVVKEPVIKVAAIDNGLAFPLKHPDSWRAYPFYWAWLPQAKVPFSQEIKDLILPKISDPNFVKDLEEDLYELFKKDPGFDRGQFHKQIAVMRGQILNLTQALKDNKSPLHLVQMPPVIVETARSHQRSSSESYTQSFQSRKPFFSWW
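ADP-Glo luminescence measured ADP generated by PI4K2A enzyme (4 ug/mL before mixing) with 1.2 mM PI substrate (pre-mix) and 300 microM ATP (pre-mix). Tris pH7.5 buffer with MgCl2, Triton X-100; 1 h reaction at ambient temperature.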
GLS inh: qHTS for Inhibitors of Glutaminase (GLS) | Glutaminase kidney isoform, mitochondrial (Homo sapiens), O94925 | GLS enzymatic activity, qHTS titration | Potency, µM (highest dose often 45.5 µM), for the others: top-dose activity change, negative = inhibition, actives largely listed as inhibitors | 410,000 compounds, 0.21% hits | AID 624170, 2012; note: potency is the fitted concentration of half-maximal effect; % is set by controls: 0 for no effect and ±100 for the full control effect
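hKGA in 45 mM KH2PO4 (pH 8.2), 0.02% Tween-20 with compound, then 1mM L-Glutamine (stock as added) plus glutamate oxidase/HRP/Amplex red coupling mix. Fluorescence read initially and after 30 min at RT; signal change reflects glutamate formation.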
USP1 inh: Inhibitors of USP1/UAF1: Primary Screen | Ubiquitin carboxyl-terminal hydrolase 1 (Homo sapiens), O94782 | recombinant USP1/UAF1, Ub-Rhodamine cleavage fluorescence | Potency, µM (series often up to 57.1 µM), for inactives: at the highest dose activity change, negative = inhibition, usual class: inhibitors | 390,000 compounds, 0.23% hits | AID 743255, 2014; note: potency is the fitted concentration of half-maximal effect; % is set by controls: 0 for no effect and ±100 for the full control effect; nearly all actives have a fitted effect of over 60% in size; inactives centre near -12
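USP1/UAF1 complex (1 nM) preincubated 15 min at room temperature with compound, then Ub-Rho substrate (150 nM final) added. Kinetic fluorescence at 480/540 nm over 6 reads at 60 s intervals; 50 mM HEPES pH 7.8, 0.5 mM EDTA, 0.1 mg/ml BSA, 1 mM TCEP, 0.01% Tween-20.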
An asterisk follows results filed as active; i = inactive; ? = inconclusive; [ ] = another dose, or the depositor's remark. Unless noted, calls come from the whole dose curve; as a rule, active = well fitted curve in the direction sought with a large enough effect; inconclusive = small, poorly fitted or top-dose-only effect, or another doubt; inactive = no such curve, though single readings can be large; an effect the other way counts as inactive or inconclusive.

A first look, 4 compounds:
SMILES	TrxR1 substrate	Pin1 inhibitor	HP1b chromo inh	rTrxR1 inhibitor	Tb PGK inh	mIDH1 inhibitor	PI4K2A block	GLS inh	USP1 inh
CCCCN(CC)S(=O)(=O)c1ccc(C(=O)Nc2nnc(COC)o2)cc1	9%[57.1 µM]	0%	-4%	4%	9%	-3%	2	9%	2%
COc1cc(C2c3c(oc4ccc(C)cc4c3=O)C(=O)N2Cc2ccc(F)cc2)ccc1O (centres undefined)	-3%	-7%	11%	-1%	i	-19%	0	-3%	-8%
CN1CCN(C(c2ccccc2)c2sc3nc(-c4ccco4)nn3c2O)CC1 (centres undefined)	-2%[57.1 µM]	-1%	29%	9%[57.1 µM]	-5%	-6%	17	1%	8%
CCCc1cnc2c(c1SCc1ccc(C(F)(F)F)cc1)c(=O)n(C)c(=O)n2C	-1%[57.1 µM]	-2%	50%[activator]	18%[57.1 µM]	i	2%	3	-14%	-5%

Results, from the start:
SMILES	TrxR1 substrate	Pin1 inhibitor	HP1b chromo inh	rTrxR1 inhibitor	Tb PGK inh	mIDH1 inhibitor	PI4K2A block	GLS inh	USP1 inh
CCCCN(CC)S(=O)(=O)c1ccc(C(=O)Nc2nnc(COC)o2)cc1	9%[57.1 µM]	0%	-4%	4%	9%	-3%	2	9%	2%
COc1cc(C2c3c(oc4ccc(C)cc4c3=O)C(=O)N2Cc2ccc(F)cc2)ccc1O (centres undefined)	-3%	-7%	11%	-1%	i	-19%	0	-3%	-8%
CN1CCN(C(c2ccccc2)c2sc3nc(-c4ccco4)nn3c2O)CC1 (centres undefined)	-2%[57.1 µM]	-1%	29%	9%[57.1 µM]	-5%	-6%	17	1%	8%
CCCc1cnc2c(c1SCc1ccc(C(F)(F)F)cc1)c(=O)n(C)c(=O)n2C	-1%[57.1 µM]	-2%	50%[activator]	18%[57.1 µM]	i	2%	3	-14%	-5%
CCCCCCCCCCCCN1[C@@H](CC(C)=O)c2cc(F)cc(F)c2S1(=O)=O	-15%	36%[activator]	110%[activator]	3%	-5%	3%	-1	8%	-6%
Cc1ccc(NC(=O)CCNC(=O)c2ccc([N+](=O)[O-])cc2)cc1S(=O)(=O)N1CCOCC1	5%	-4%	58%[activator]	19%	0%	2%	-4	1%	-22%
CN1C(=O)/C(=C2/C=CC=CN2C)OC1=S	-17%	-3%	?	-29%	-6%	0%	3	10%	-5%
COc1ccc(CCNC(=O)c2cc(-c3ccccc3OC)on2)cc1OC	9%	-1%	11%	7%	-4%	2%	4	2%	-19%
Cc1ccc2oc(=O)n(CC(=O)c3ccc(F)cc3)c2c1	-2%[57.1 µM]	9%	41%[activator]	8%[57.1 µM]	i	3%	1	3%	-4%
O=C(COc1ccc(S(=O)(=O)N2CCOCC2)cc1)NCCCn1ccnc1	8%[0.0914 µM]	-8%	40%[activator]	23%[57.1 µM]	-2%	12%	3	-5%	-2%
O=C(NC1CC1)C1CC(=O)N(c2ccc(F)cc2)C1 (centres undefined)	-6%[57.1 µM]	-6%	27%	-10%[57.1 µM]	i	7%	2	4%	-13%
O=c1ccc2cc(O)c(O)cc2o1	332%[activator]	-10%	19%	51%[activator]	-8%	15%	?	52%[activator]	-11%
O=C(CCN1C(=O)C2C3C=CC(C3)C2C1=O)Nc1ccc(F)cc1 (centres undefined)	9%[57.1 µM]	-1%	33%	12%[57.1 µM]	-3%	-3%	-7	4%	3%
Cc1ccc(NC(=O)CCn2nnc3ccccc32)cc1	-5%	-10%	-3%	5%	-4%	-1%	-5	2%	-6%
CN1C(=O)/C(=C2\SC(=S)N(CCCCCC(=O)O)C2=O)c2ccccc21	1%	-3%	40µM*	-10%	-7%	4%	-7	-2%	-16%
CCOc1ccccc1N(CC)C(=O)c1cc2c(=O)n(CC)c3ccccc3c2s1	-12%	?	34%	-6%	9%	?	0	4%	-10%
O=S(=O)(CCN1C=CC(C(F)(F)F)=NCC1)c1ccc(F)cc1	-11%	2%	28%	0%[57.1 µM]	-3%	-1%	2	0%	0%
COc1ccc(/C=N/Nc2cc(C)nc(N3CCOCC3)n2)cc1OC	-3%	-5%	17%	-4%	-4%	7%	3	15%	?

Fetched by compound from above (2):
SMILES	TrxR1 substrate	Pin1 inhibitor	HP1b chromo inh	rTrxR1 inhibitor	Tb PGK inh	mIDH1 inhibitor	PI4K2A block	GLS inh	USP1 inh
CCOc1ccccc1N(CC)C(=O)c1cc2c(=O)n(CC)c3ccccc3c2s1	-12%	?	34%	-6%	9%	?	0	4%	-10%
Cc1ccc(NC(=O)CCn2nnc3ccccc32)cc1	-5%	-10%	-3%	5%	-4%	-1%	-5	2%	-6%

These rows are one share of the data, so the mix of outcomes need not match the whole.
